Bioassay records as filed in PubChem BioAssay.
RNase H inhibition – RNase H inhibition, HIV 1 Gag Pol polyprotein, FRET biochemical assay, screening (AID 372); HIV-1 RT RNase H, FRET RNA/DNA substrate fluorescence; higher % means a stronger effect; inhibition, % at 10 µM; hits with a dose series show IC50 in µM; 100,000 tested, 0.77% active; in the data active means inhibition above about 50%
* = called active by the depositor. A portion of the library; the hit share may differ from the screen's.

compound,RNase H inhibition
O=C(NC(Cc1ccccc1)C(=O)O)/C(=C/c1ccccc1)NC(=O)c1ccccc1 (stereo not drawn),3%
O=C(O)c1ccccc1Oc1nc(Oc2ccccc2C(=O)O)nc(N(c2ccccc2)c2ccccc2)n1,5%
C/C(=C\C(=O)c1ccc(Br)cc1)Nc1cccc(O)c1,12%
Cc1c(C(=O)NC(=S)Nc2ccc3oc(-c4ccccc4Cl)nc3c2)oc2ccccc12,6%
O=C1NN(c2ccc(Cl)c(Cl)c2)C(=O)/C1=C/c1cccs1,15%
CSCCNC(=O)c1ccc(C(C)(C)C)cc1,4%
COc1cccc(C(=O)NC(NC(=S)Nc2cc(Cl)ccc2Cl)C(Cl)(Cl)Cl)c1 (stereo not drawn),12%
C=CCN(c1ccc(C(=O)O)cc1)S(=O)(=O)c1ccc(/C=C/C(=O)O)cc1,4%
CC(C)(C)c1ccc(/C=N/c2sc3c(c2C#N)CCCC3)cc1,8%
CCOC(=O)c1c(NC(=O)c2ccccc2F)sc(C(=O)Nc2ccc3c(c2)OCO3)c1C,9%
Oc1ccc(Cl)cc1C=Nc1ccc(Cl)c2cccnc12,15%
Cc1ccc(OCC(=O)NNC(=O)c2cccc(O)c2)c(C)c1,0%
O=C(N/N=C/c1ccc(O)cc1O)c1n[nH]c2c1CCCC2,11%
COc1ccccc1NC(=O)c1cc(-c2ccccc2C)nc2ccccc12,10%
CCc1c(C)n([O-])c2c([n+]1=O)CCCCC2,0%
CCOc1ccc(-c2nc3c(c(C)nn3-c3ccccc3)c3cc(OC)c(OC)cc23)cc1,10%
COc1ccccc1Cc1noc(COc2ccc(Cl)cc2)n1,48%
Cc1cccc(N2CCN(C(=O)c3ccc(Cl)c(Cl)c3)CC2)c1C,16%
Cc1ccc(C)c(OCCOc2ccc(/C=C3\SC(=O)NC3=O)cc2)c1,41%
Cc1cc(C)cc(OCCCCNC(C)(C)C)c1,15%
COc1ccccc1/C=C1\SC(N2CCCC2)=NC1=O,2%
CCOC(=O)Cc1nnc(Nc2ccc(C)cc2C)c2ccccc12,8%
CN1C(=O)NC(=O)/C(=C\c2cc(Cl)c(OCc3ccc(F)cc3)c(Cl)c2)C1=O,17%
Cc1ccc(NC(=O)c2ccc(Cl)cc2Cl)c([N+](=O)[O-])c1,15%
COc1ccc(C(=O)N2CCN(Cc3cc(OC)c(OC)cc3OC)CC2)cc1,3%
COc1ccc(OC)c(N(CC(=O)Nc2ccccc2F)S(C)(=O)=O)c1,8%
Cc1onc(-c2ccccc2)c1C(=O)Nc1sc2c(c1C(N)=O)CCCC2,34%
CC(C)Nc1nc(NC(N)=S)nc(NC(C)C)n1,7%
COc1ccccc1C1=N/C(=C\c2ccccc2[N+](=O)[O-])C(=O)O1,3%
O=C(Nc1nnc(C(c2ccccc2)c2ccccc2)s1)Nc1ccc(Cl)cc1Cl,52%*
COc1ccc(S(=O)(=O)N(CCc2ccccc2)CC(=O)Nc2ccccc2Cl)cc1,5%
CCc1ccc(/C=C2/SC(=S)N(CCCC(=O)Nc3cccc(O)c3)C2=O)cc1,12%
COc1ccccc1NC(=O)Nc1nnc(C23CC4CC(CC(C4)C2)C3)s1,26%
COc1ccc(NC(=O)Nc2ccc(OC)cc2)cc1,12%
Cc1cccc(NC(=O)c2cc(Br)ccc2Cl)c1,11%
O=C(CSc1nc2ccc(NC(=O)c3ccccc3)cc2s1)Nc1ccccc1C(F)(F)F,4%
CC1(C)CC(NS(=O)(=O)c2cccc([N+](=O)[O-])c2)CC(C)(C)N1,5%
CCCCCCCn1c(NCCO)nc2ccccc21,10%
CC[n+]1c(/C=C/C=C2C=C(/C=C/N(C(C)=O)c3ccccc3)CC(C)(C)C/2)sc2ccccc21,16%
CSc1nc(NC(N)=O)c2c3c(sc2n1)CC(C(C)(C)C)CC3 (stereo not drawn),7%

3 of these compounds, set out differently.
O=C(N/N=C/c1ccc(O)cc1O)c1n[nH]c2c1CCCC2
- RNase H inhibition: 11%
Cc1c(C(=O)NC(=S)Nc2ccc3oc(-c4ccccc4Cl)nc3c2)oc2ccccc12
- RNase H inhibition: 6%
CCOC(=O)Cc1nnc(Nc2ccc(C)cc2C)c2ccccc12
- RNase H inhibition: 8%

Next results.
compound,RNase H inhibition
COc1ccc(/C=C/C(=O)c2ccc(Br)cc2)cc1[N+](=O)[O-],48%
CCN(CC)CCOC(=O)c1ccc(O)c(OC)c1,14%
CCSc1cnn(-c2ccccc2)c(=O)c1Cl,8%
CC(C)CC(C(=O)Nc1ccccc1)N1C(=O)C2C3c4ccccc4C(c4ccccc43)C2C1=O (stereo not drawn),5%
N/C(=N\c1nc2ccccc2s1)NC(=O)c1ccccc1N,10%
COc1ccc(Cl)cc1NC(=O)c1ccc(C)cc1Cl,19%
COc1ccc(C(=O)NCCCN2CCOCC2)cc1Br,6%
CSc1ccc(/C=N\NC(=O)COc2ccc(Cl)cc2Br)cc1,8%
Cc1cc(I)ccc1NC(=O)c1ccccc1F,8%
CCOc1ccc(NC(=O)C2=C(C)NC(=O)NC2c2cccc(OC)c2OC)cc1 (stereo not drawn),7%
CCOc1ccc(NC(=O)c2ccc(N)cc2)cc1,10%
CCCCS(=O)(=O)CC(O)COc1ccccc1 (stereo not drawn),23%
CC1=C(C(=O)Nc2ccccc2Cl)C(c2cccc(Br)c2)NC(=S)N1 (stereo not drawn),14%
COc1ccc(NC(=O)Nc2ccccc2OC)cc1,5%
COC(=O)c1cccc(-n2c(C)cc(/C=C(/C#N)C(=O)N3CCN(c4ccccc4)CC3)c2C)c1C,29%
CC(C)OC(=O)c1c(N)sc2c1CCCCC2,9%
COc1ccc(C)cc1N(CC(=O)Nc1ccc(C)c(Cl)c1)S(C)(=O)=O,0%
CCOC(=O)c1cnn2c(C)c(C(C)=O)cnc12,3%
NC1=NC(=O)/C(=C/c2ccc(O)c(Cl)c2)S1,13%
COC(=O)c1ccc(Oc2c(C)oc3cc(OC(C)=O)ccc3c2=O)cc1,9%

3 successive entries out of the list so far:
compound,RNase H inhibition
COc1ccc(/C=C/C(=O)c2ccc(Br)cc2)cc1[N+](=O)[O-],48%
CCN(CC)CCOC(=O)c1ccc(O)c(OC)c1,14%
CCSc1cnn(-c2ccccc2)c(=O)c1Cl,8%

The list goes on.
compound,RNase H inhibition
O=C(Nc1cc(Cl)cc(Cl)c1)c1ccc(S(=O)(=O)N2CCCCC2)cc1,6%
Cc1ccc(SCCNC(=O)c2ccccc2)cc1,0%
Cc1ccccc1NCn1c(=S)oc2ccccc21,7%
COCCCNS(=O)(=O)c1ccc2c(c1)OCCO2,8%
c1ccc2c(OCCCCN3CCCCC3)cccc2c1,9%
CCOc1ccc(N(CC(=O)Nc2ccc(Cl)cc2C)S(=O)(=O)c2ccc(C)cc2)cc1,4%
O=C(NNC(=O)c1cccs1)c1cnccn1,4%
CCOC(=O)c1ccc(-c2ccccc2)cc1,9%
CC(=O)Nc1ccc(C2(O)COc3ccccc3O2)cc1 (stereo not drawn),4%
Cc1ccc(-c2cc(NC(=O)c3ccccc3[N+](=O)[O-])n[nH]2)cc1,12%
O=C(CN(CCc1ccccc1)S(=O)(=O)c1ccc(Br)cc1)NCc1ccccn1,0%
Clc1nnc(N/N=C/c2ccccc2)c2ccccc12,0%
O=C(CSc1cccc2cccnc12)NCc1ccccc1,10%
O=C(Nc1ccc(Cc2ccncc2)cc1)Nc1cccc2ccccc12,6%
Cc1cc2nn(-c3ccc(Cl)cc3)nc2cc1NC(=O)c1ccc(Cl)cc1Cl,58%*
Cc1cc(Cl)ccc1OCC(=O)NNC(=O)c1ccco1,10%
CCN(CC)CCCCOc1c(C)cccc1C,4%
COC(=O)c1cccc(/C=N/NC(N)=S)c1O,4%
CCOC(=O)CSCCOc1ccc(/C=C2/C(=O)NC(=O)N(c3ccc(OC)cc3)C2=O)cc1OC,20%
C=CCc1ccccc1OCCOc1ccccc1/C=c1\sc2nc3ccccc3n2c1=O,47%
O=C(NC(NC(=S)N1CCOCC1)C(Cl)(Cl)Cl)c1cccc([N+](=O)[O-])c1 (stereo not drawn),12%
Cc1onc(-c2ccccc2)c1C(=O)N1CCN(c2cccc(C(F)(F)F)c2)CC1,12%
CC1(C)CC(=O)C2=C(C1)c1c(ccc3ccccc13)NC2c1cccc(Cl)c1Cl (stereo not drawn),33%
CCCCN1C(=O)/C(=C\c2ccc(O)c(OC)c2)SC1=S,25%
O=C1c2ccccc2C(=O)N1CC#CCN1CCN(C(c2ccccc2)c2ccccc2)CC1,22%
COc1ccc(/C(C)=N/NC(=O)CSc2nc(C)cc(C)n2)cc1OC,9%
COc1cc(C(=O)Nc2ccc(Cl)c([N+](=O)[O-])c2)ccc1OCc1ccc(Cl)cc1,4%
COC(=O)C1=C(C)NC(C)=C(C(=O)OC)C1c1ccc(C)cc1,4%
COc1ccc(N2C(=O)C(=O)/C(=C(\O)c3ccccc3)C2c2ccc(F)cc2)cc1 (stereo not drawn),43%
CC(C)(C)c1cc(C(=O)N/N=C/c2ccco2)n[nH]1,0%
CCOc1ccccc1NC(=O)CN(c1ccc(C)cc1)S(=O)(=O)c1ccc(F)cc1,0%
COc1ccc(NC(=O)c2c(-c3c(Cl)cccc3Cl)noc2C)c([N+](=O)[O-])c1,1%
CC(C)NC(=O)CN(c1ccc(F)cc1)S(=O)(=O)c1ccccc1,0%
NNC(=O)c1cccc(S(=O)(=O)N2CCOCC2)c1,10%
COc1cc(C(=O)Nc2ccc(-c3nc4cc(C)c(C)cc4o3)cc2)cc(OC)c1OC,2%
COc1ccc(N2C(=O)C3C4C=CC(C5CC45)C3C2=O)cc1 (stereo not drawn),0%
Cc1ccc(N2C(=O)C3C4C=CC(C)(O4)C3C2=O)cc1Br (stereo not drawn),0%
O=C(/C=C/NNC(=O)c1ccccc1)c1ccccc1,8%
CCOC(=O)c1ccc(NC(=O)c2cc3ccccc3oc2=O)cc1,5%
CCOC(=O)C1=C(C)N=c2s/c(=C\c3ccc(OCC)c(OC)c3)c(=O)n2C1c1ccc(C)cc1 (stereo not drawn),6%
COc1cc2c(cc1NC(=O)c1ccc3ccccc3n1)oc1ccccc12,11%
COC(=O)C1=C(C)NC(=S)NC1c1cc(Br)ccc1OCc1ccccc1 (stereo not drawn),11%
CCC(=O)Oc1ccc2c(=O)c(-c3ccccc3)coc2c1,0%
CC(NC(=O)C(=O)N/N=C/c1ccc([N+](=O)[O-])cc1)c1ccccc1 (stereo not drawn),0%
CC(=O)Nc1ccccc1NC(=O)COc1ccc(C)cc1C,5%
C/C(=N/NC(=O)c1ccncc1)c1ccccc1Cl,10%
COc1cccc(C(=O)Nc2ccc(C)cc2Br)c1,8%
N/C(=N/c1nc2ccccc2o1)NC(=O)c1cccc(Br)c1,33%
C=CCc1cccc(/C=N/NC(=O)CCCCCCCCCCCC)c1O,13%
CCOC(=O)c1cccc(NC(=O)/C(=C\c2ccccc2)NC(=O)c2ccccc2)c1,27%
COc1cccc(Nc2nc(-c3cc4ccccc4oc3=O)cs2)c1,14%
COc1cc(NC(=O)c2ccc([N+](=O)[O-])cc2)ccc1NC(=O)c1ccco1,36%
COc1ccc(C)cc1N=Nc1ccc(O)c2nc(C=O)ccc12,28%
COC(=O)C1=C(C)N=c2s/c(=C\c3cccc([N+](=O)[O-])c3)c(=O)n2C1c1ccc(OC)cc1 (stereo not drawn),15%
CCOc1ccc(C=C2C(=O)N(C)C(=S)N(C)C2=O)c(OCC)c1,6%
O=C(CN1CCCCCCC1)N/N=C/c1ccc(C(F)(F)F)cc1,6%
CSc1sc(I)cc1/C=N/NC(=O)c1nnn(-c2nonc2N)c1C,20%
Cc1ccc(N2C(=O)NC(=O)/C(=C\c3ccc(N4CCCCC4)o3)C2=O)cc1C,16%
CC1(C)CC(=O)C2=C(C1)OC1=C(C(=O)CC(C)(C)C1)C2c1ccc(Br)c([N+](=O)[O-])c1,1%
Cc1cc(Cl)ccc1NC(=O)Cc1ccccc1,0%

The list continues.
compound,RNase H inhibition
CCOc1cc(C=C2C(=O)NC(=O)NC2=O)cc(I)c1OCc1ccccc1Cl,37%
CCN(CC)c1ccc(C=Nc2cccc([N+](=O)[O-])c2C)cc1,11%
Cc1ccc(C(=O)Nc2ccc(S(=O)(=O)Nc3ncccn3)cc2)cc1[N+](=O)[O-],19%
Cc1ccc(OCCNC(=O)c2ccc(C)cc2)cc1,5%
CC(C)(C)c1ccc(C(=O)Nc2ncc(S(=O)(=O)c3ccc([N+](=O)[O-])cc3)s2)cc1,15%
CCOC(=O)C(C)Oc1ccc2c(C)c(C)c(=O)oc2c1 (stereo not drawn),0%
COc1ccc(N2C(=O)/C(=C3/C(=O)N(Cc4ccccc4F)c4ccccc43)SC2=S)cc1,13%
COc1ccccc1C/C(N)=N/OC(=O)c1ccc(C(C)(C)C)cc1,11%
CCOc1cc(/C=C2/C(=O)NN(c3ccccc3)C2=O)cc(Cl)c1OCC,20%
Cc1ccc(NC(=O)c2cccs2)cc1Cl,2%
Cc1ccc(N2NC(=O)/C(=C/c3ccc(Br)cc3)C2=O)cc1C,15%
O=C(CCc1ccccc1)NCC(=O)N/N=C/C=C/c1ccccc1,10%

Looked up by structure from the entries so far:
compound,RNase H inhibition
CCOc1cc(C=C2C(=O)NC(=O)NC2=O)cc(I)c1OCc1ccccc1Cl,37%
CCOc1cc(/C=C2/C(=O)NN(c3ccccc3)C2=O)cc(Cl)c1OCC,20%
Cc1ccc(OCCNC(=O)c2ccc(C)cc2)cc1,5%
